# High-throughput results (PubChem)
# EPAC2 agonist: EPAC2 (human) agonism | Potency, µM (doses to about 154 µM), inactives show at the top dose activation, usual class: activators | Q8WZA2 | AID 720711 | EPAC2 activation, biochemical qHTS; response scale: 100% = 6.5 mM cAMP response | 360,000 tested, 0.079% active; note: potency is the fitted concentration of half-maximal effect; nearly all actives have a fitted effect of over 50% in size
# Target sequence (Q8WZA2 whole entry, looked up): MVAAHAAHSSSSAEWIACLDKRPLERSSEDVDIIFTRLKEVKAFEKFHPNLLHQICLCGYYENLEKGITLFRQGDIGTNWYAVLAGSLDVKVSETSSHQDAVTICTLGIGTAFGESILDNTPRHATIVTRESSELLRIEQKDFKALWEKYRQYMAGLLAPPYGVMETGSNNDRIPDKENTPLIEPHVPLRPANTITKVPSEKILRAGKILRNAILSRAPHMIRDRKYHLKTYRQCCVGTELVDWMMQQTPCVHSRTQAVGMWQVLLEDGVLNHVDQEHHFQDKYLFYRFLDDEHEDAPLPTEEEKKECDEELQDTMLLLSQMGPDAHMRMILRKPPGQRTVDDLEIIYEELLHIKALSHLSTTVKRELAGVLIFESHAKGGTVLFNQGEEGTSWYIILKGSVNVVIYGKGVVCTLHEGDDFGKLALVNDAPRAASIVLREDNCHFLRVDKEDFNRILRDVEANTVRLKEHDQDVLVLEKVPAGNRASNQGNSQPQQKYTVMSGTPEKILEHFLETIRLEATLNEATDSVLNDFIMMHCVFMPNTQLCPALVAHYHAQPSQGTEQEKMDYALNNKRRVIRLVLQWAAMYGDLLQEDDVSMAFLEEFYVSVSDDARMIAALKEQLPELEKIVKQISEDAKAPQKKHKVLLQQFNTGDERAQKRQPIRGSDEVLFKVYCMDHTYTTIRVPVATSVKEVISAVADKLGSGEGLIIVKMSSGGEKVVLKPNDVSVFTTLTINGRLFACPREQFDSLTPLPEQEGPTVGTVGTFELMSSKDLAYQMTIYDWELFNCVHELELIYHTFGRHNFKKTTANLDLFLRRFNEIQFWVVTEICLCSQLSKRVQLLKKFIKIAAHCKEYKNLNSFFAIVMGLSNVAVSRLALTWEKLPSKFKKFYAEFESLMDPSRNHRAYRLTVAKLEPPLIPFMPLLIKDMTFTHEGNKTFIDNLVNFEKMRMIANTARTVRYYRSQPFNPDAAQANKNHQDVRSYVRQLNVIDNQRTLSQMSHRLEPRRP
#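 Exchange assay: 100 nM EPAC2 with 250 nM Rap1B-BODIPY-GDP and 50 uM GDP. Fluorescence (ex 480/em 540 nm) read every 5 min for 30 min at room temperature. Data normalized to 6.5 mM cAMP as agonist control.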
# DRD3 agonist: D3 dopamine receptor (human) agonism | AID 652048 | max activation, % | P35462 | D3R DiscoveRx beta-arrestin cells, luminescence, 90 min | 410,000 tested, 0.58% active; in the data active = max activation above about 30%; note: 0% is about no effect; mostly tested at two doses, the higher about 12 µM
#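 Agonist mode: compounds and dopamine controls were applied to plated cells for 90 min at 37 degrees C after an overnight attachment at 1500 cells/well. Luminescent read-out followed 30 - 60 minutes at room temperature with DiscoveRx detection reagent.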
# CCT chaperon mod: changes cytosolic chaperonin activity; AID 651819; activity change, % (test concentration not listed), hits read low; 360,000 tested, 0.3% active; purified chaperonin ATPase assay, HTRF ADP detection, 30 min; in the data active = activity change below about -30%; note: % is set by controls: 0 for no effect and ±100 for the full control effect
#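 TRiC at 40 or 20 nM final (batch-dependent) in 30 mM Tris pH 7.4, 100 mM KCl, 5 mM MgCl2, 1 mM DTT, with compound at single 76 uM and 10 uM ATP, 30 min at 37 deg C. ADP detected by HTRF Transcreener, 665/615 ratio.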
# PTHR1 ag: PTHR1 (human) receptor agonism; HEK293 GP2 PTHR1 cells, GloSensor cAMP luminescence, 1 h; Potency, µM (highest dose often 115 µM), for the others: top-dose activation, actives largely listed as activators; 410,000 tested, 0.075% active; AID 743266; note: potency is the fitted concentration of half-maximal effect; nearly all actives have a fitted effect of over 55% in size; some results filed as inactive show a strong effect at the top dose; inactives centre near -15; many of its hits are not listed in these tables
#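 HEK-293-derived GP2 cells expressing PTHR1 and a GloSensor cAMP reporter, 3,000/well, plated overnight, given luciferin plus IBMX (each 0.5 mM as added) for 1 h at 37 °C, then compound for 1 h at 37 °C. Luminescence was read after 15 min at room temperature.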
# pAkt inh: inhibitors of Akt phosphorylation. Neuro2A IGF-stimulated pAkt S473 HTRF, 20 min; hits give low values. activity change, % for hits at 50 µM. 360,000 tested, 0.32% active. AID 651550; in the data active = activity change below about -80%; inconclusive = mostly about -51% to -80%; note: % is set by controls: 0 for no effect and ±100 for the full control effect
#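 Single-point screen (50 µM final compound) in Neuro2A cells stimulated 20 min with 6 nM IGF at 37 deg C. After lysis, Ser473-phosphorylated Akt read by HTRF (ex 330 nm, em 615/665 nm) as the 665/615 ratio.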
# DRD3 antagonist: D3 dopamine receptor (human) antagonism. max response, negative = inhibition, %. 360,000 tested, 2.5% active. D3R cells, DiscoveRx beta-arrestin luminescence, antagonist mode; hits give low values. AID 652054. P35462; in the data active = max response below about -50%; inconclusive = no clear call, values can overlap the other calls; note: % is set by controls: 0 for no effect and ±100 for the full control effect; mostly tested at two doses, the higher about 12 µM
#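 Cells plated overnight at 1500 cells/well, then exposed to library compounds with dopamine controls for 90 minutes at 37 degrees C. DiscoveRx reagent added for 30–60 minutes at room temperature; luminescence read, quantitative HTS format.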
# Mm-Cpn inhibitor: M. maripaludis TRiC chaperonin inhibition; 330,000 tested, 0.031% active; Potency, µM (doses to about 76.9 µM), inactives show at the highest dose activity, negative = inhibition, actives largely listed as inhibitors; AID 504842; purified Mm-Cpn ATPase, ADP Transcreener TR-FRET; note: potency is the fitted concentration of half-maximal effect; % is set by controls: 0 for no effect and ±100 for the full control effect; nearly all actives have a fitted effect of over 80% in size
#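 Purified archaeal chaperonin (25 nM final) was preincubated with compound for 10 min at 37°C, then ATP (10 uM final) was added for 30 min at 37°C in Tris pH 7.4/KCl/MgCl2/DTT buffer. ADP was quantified by HTRF Transcreener TR-FRET.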
# EPAC2 antagonist: blocks human EPAC2 exchange factor; Q8WZA2; EPAC2 GEF exchange of Rap1B-BODIPY-GDP, fluorescence; Potency, µM (series often up to 114 µM), for inactives: at the highest dose activity, negative = inhibition, most hits filed as inhibitors; 360,000 tested, 0.18% active; AID 720708; note: potency is the fitted concentration of half-maximal effect; % is set by controls: 0 for no effect and ±100 for the full control effect; nearly all actives have a fitted effect of over 45% in size; many of its hits are not listed in these tables
# Starred values were filed as active, the others as inactive; i = inactive; ? = inconclusive; · = no result given; & = joins results of further samples; [ ] = another dose, or the depositor's remark. Unless noted, calls come from the whole dose curve; as a rule, active = well fitted curve in the direction sought with a large enough effect; inconclusive = small, poorly fitted or top-dose-only effect, or another doubt; inactive = no such curve, though single readings can be large; an effect the other way counts as inactive or inconclusive.
canonical_smiles	EPAC2 agonist	DRD3 agonist	CCT chaperon mod	PTHR1 ag	pAkt inh	DRD3 antagonist	Mm-Cpn inhibitor	EPAC2 antagonist
O=[N+]([O-])c1ccccc1/C=C/CN1CCSCC1	13%	-4	-3.0	-14%	i	?	0%	-2%
Cn1c(Cn2c(=O)sc3ccccc32)nnc1SCc1ccccn1	9%	2	0.6	-6%[57.5 µM]	·	5	0%	-3%
COc1ccc(C(CNC(=O)c2ccc(S(=O)(=O)N3CCOCC3)cc2)N2CCCCC2)cc1 (configuration not stated)	-2%	-3	0.2	-15%	i	?	1%	16%
OC(CNCCc1ccc(Cl)cc1Cl)COc1ccccc1 (configuration not stated)	10%	-1	-0.9	i	i	?	1%	4%
O=C(NCCCn1ccnc1)C(F)(F)C(F)(F)C(=O)NCCCn1ccnc1	-7%	0	0.6	i	i	-13	1%	16%
CCS(=O)(=O)N1CCN(C2CCC(C)CC2)CC1 (configuration not stated)	11%	-25	-6.6	14%[57.5 µM]	i	-29	2%	1%
COc1cc2oc(=O)cc(-c3ccc(-c4ccc(O)cc4)cc3)c2c(OC)c1OC	17%	-7	-0.2	i	i	22	-3%	-19%
COc1cc(C=C2C(=O)OC(C)(C)OC2=O)ccc1OCC(=O)Nc1ccccc1	0%	3	1.0	-12%	i	-19	0%	4%
CCN(c1ccccc1)S(=O)(=O)c1ccc2c(c1)N(C(C)=O)CCS2	0%	1	-4.0	-24%	i	0	-2%	0%
Cc1ccc(-n2ncc3c(N4CCN(c5ccc(F)cc5)CC4)ncnc32)c(C)c1	5%	6	-6.2	-62%[inhibitor][57.5 µM]	·	-6	-2%	-4%
CCCCN(CCCC)CCNC(=O)c1cn(C)c2ccc(S(=O)(=O)N3CCCC3)cc2c1=O	2%	-2&-14	0.7	?	i	2	3%	-7%
COC(=O)[C@H](Cc1ccccc1)NC(=O)N1CCCCC1	5%	-1	0.9	i	i	-16	1%	-1%
COc1ccc(-c2nnc(SCC(=O)c3ccc(O)cc3O)o2)cc1	10%	-4	-2.2	i	i	-19	-2%	-3%
Cc1sc(NC(=O)CSc2nnnn2C2CCCCC2)c(C#N)c1C	-6%	3	1.4	-12%	i	-1	1%	-5%
CCN(CC(=O)NCc1cccs1)C(=O)CCOc1ccccc1C	2%	-5	-1.0	i	i	-2	?	-6%
COc1cccc(CNS(=O)(=O)c2ccc3c(c2)N(C)CCO3)c1	1%	-2	-1.4	i	i	10	5%	-9%
CSCCC(NC(=O)C1CCC(C)CC1)C(=O)NCCN1CCC(C)CC1 (configuration not stated)	-6%	-5	1.5	-6%	i	-26	0%	-1%
CCCC1c2ccc(C)n2CCN1C(=O)Nc1ccccc1Cl (configuration not stated)	2%	3	-1.8	i	i	28	-1%	-2%
Fc1ccc(-c2[nH]ncc2-c2nnnn2-c2ccccc2)c(F)c1	5%	3	-4.8	-4%[57.5 µM]	i	11	-1%	-1%
O=c1c2ccccc2nnn1Cc1ccccc1	-6%	-1	-0.2	i	i	6	0%	-17%
Cn1nnnc1SCC(=O)Nc1ncc(Cl)cc1Cl	8%	3	-1.3	-11%	i	13	2%	8%
COc1ccc2nc(C)cc(NCc3ccc(F)cc3)c2c1	-18%	2	0.2	i	i	0	-2%	2%
COc1ccc(OC)c(CCNC(=O)Cn2nc(C)c3c(C)n(-c4ccc(C)cc4)nc3c2=O)c1	-4%	-4	-2.4	-25%	i	-2	-3%	-10%
CCC1CCCCN1S(=O)(=O)c1ccc(NC(=O)c2ccncc2)cc1 (configuration not stated)	-5%	26	-0.2	-18%	i	5	-1%	-2%
Cc1cc(C)c2c(N)c(-c3nc4ccccc4[nH]3)sc2n1	10%	2	-0.5	-5%[57.5 µM]	i	-12	-7%	1%
O=C1c2ccccc2C(O)(Cc2ccccc2)N1Cc1ccco1 (configuration not stated)	8%	-1	-0.2	i	i	22	1%	8%
CCN(C(=O)CN1C(=O)S/C(=C\c2ccccc2OC)C1=O)C1CCS(=O)(=O)C1 (configuration not stated)	-8%	-2	0.0	-19%	i	13	1%	-6%
O=C(COC(=O)/C=C/c1nc2ccccc2s1)Nc1cccc2ccccc12	-14%	10	-0.6	i	i	0	3%	1%
O=C(CCNS(=O)(=O)c1ccc2[nH]c(=O)oc2c1)NCc1ccccc1	-6%	2	-2.6	-4%	i	12	-7%	2%
Nc1nc(OCc2ccccc2)c2[nH]cnc2n1	1%	-96	0.5	4%	i	-121*	·	3%

# Random excerpt: 4 records from the list.
canonical_smiles	EPAC2 agonist	DRD3 agonist	CCT chaperon mod	PTHR1 ag	pAkt inh	DRD3 antagonist	Mm-Cpn inhibitor	EPAC2 antagonist
O=C1c2ccccc2C(O)(Cc2ccccc2)N1Cc1ccco1 (configuration not stated)	8%	-1	-0.2	i	i	22	1%	8%
COc1ccc2nc(C)cc(NCc3ccc(F)cc3)c2c1	-18%	2	0.2	i	i	0	-2%	2%
CCC1CCCCN1S(=O)(=O)c1ccc(NC(=O)c2ccncc2)cc1 (configuration not stated)	-5%	26	-0.2	-18%	i	5	-1%	-2%
CSCCC(NC(=O)C1CCC(C)CC1)C(=O)NCCN1CCC(C)CC1 (configuration not stated)	-6%	-5	1.5	-6%	i	-26	0%	-1%

# Part of the list above, showing only CCT chaperon mod.
SMILES,CCT chaperon mod
COc1cccc(CNS(=O)(=O)c2ccc3c(c2)N(C)CCO3)c1,-1.4
CSCCC(NC(=O)C1CCC(C)CC1)C(=O)NCCN1CCC(C)CC1 (configuration not stated),1.5

# Carrying on.
canonical_smiles	EPAC2 agonist	DRD3 agonist	CCT chaperon mod	PTHR1 ag	pAkt inh	DRD3 antagonist	Mm-Cpn inhibitor	EPAC2 antagonist
COc1ccc(NS(=O)(=O)c2cccc(N3CC(O)=C(c4ccccc4)C3=N)c2)cc1	7%	1	-3.6	-23%	i	13	0%	-7%
COc1ccc(C(=O)NCCc2c[nH]c3ccccc23)cc1[N+](=O)[O-]	20%	-1	-6.9	i	i	3	?	-4%
Cc1cccc(NC(=S)N2CCN(S(=O)(=O)c3ccccc3)CC2)c1	3%	-2	-0.8	-3%	i	-6	1%	-7%
S=C(Nc1ccc(Oc2ccccc2)cc1)N1CCOCC1	11%	2	-1.4	i	i	-4	1%	1%
CCc1nnc(NS(=O)(=O)c2ccc(Nc3ccc([N+](=O)[O-])c4nonc34)cc2)s1	-1%	-11	-0.1	?	i	-63*	-8%	?
O=S(=O)(Cc1ccccc1)N1CCN(c2ccccc2)CC1	-3%	1	1.4	-24%	i	6	1%	10%
Nc1c(-c2cccc([N+](=O)[O-])c2)nc2ccccn12	-5%	-7	0.6	-12%	i	6	-4%	-6%
Cc1ccc2nc(-c3ccc(C#N)cc3)c(Cc3ccccn3)n2c1	14%	-7	-0.4	i	i	0	·	31%[activator]
NC(=O)COc1ccc2cc(-c3ccc(F)cc3)c(=O)oc2c1	-6%	-4	2.7	2%	i	3	-2%	8%
COC(=O)c1nonc1NCn1nnc2ccccc21	-19%	-4	-0.5	-7%[57.5 µM]	i	31	1%	-5%[57.1 µM]
COc1ccc(S(=O)(=O)CCC(=O)Nc2c(C)cccc2C)cc1	7%	4	-3.4	i	i	14	-3%	4%
NS(=O)(=O)c1ccc(CCNS(=O)(=O)Cc2ccc(Cl)cc2)cc1	2%	1	-2.4	-29%	i	5	-1%	3%
CC(NC(=O)c1ccc(Br)o1)c1ccccc1 (configuration not stated)	-1%	-3	-0.4	i	i	9	-1%	-2%
C/C(=N\NC(=O)c1nnn(-c2nonc2N)c1CN(C)c1ccccc1)c1ccccc1O	15%	-23	-7.0	-8%	i	-22	-10%	-9%
Cc1ccc(N2CC(NC(=O)N3CCN(C(=O)c4ccco4)CC3)CC2=O)cc1 (configuration not stated)	4%	4	-4.1	i	i	5	-2%	-5%

# Of the compounds above, two contain a cyano group:
canonical_smiles	EPAC2 agonist	DRD3 agonist	CCT chaperon mod	PTHR1 ag	pAkt inh	DRD3 antagonist	Mm-Cpn inhibitor	EPAC2 antagonist
Cc1sc(NC(=O)CSc2nnnn2C2CCCCC2)c(C#N)c1C	-6%	3	1.4	-12%	i	-1	1%	-5%
Cc1ccc2nc(-c3ccc(C#N)cc3)c(Cc3ccccn3)n2c1	14%	-7	-0.4	i	i	0	·	31%[activator]

# (cont.)
canonical_smiles	EPAC2 agonist	DRD3 agonist	CCT chaperon mod	PTHR1 ag	pAkt inh	DRD3 antagonist	Mm-Cpn inhibitor	EPAC2 antagonist
CC(C)C[C@H]1CN([C@@H](Cc2ccc(O)cc2)CN2CCC[C@H]2CN2C(=O)C(=O)NC[C@@H]2Cc2ccc(O)cc2)C(=O)C(=O)N1CCc1ccccc1	3%	2	0.6	-15%	i	13	·	-1%
CN(c1ccccc1C(=O)NC1CC2CCC1C2)S(=O)(=O)c1ccccc1 (configuration not stated)	3%	-3	-1.9	-25%	i	0	2%	4%
NC(=O)NC(=O)CSc1ccccc1	7%	5	1.1	i	i	6	0%	9%
Cc1cc(=O)oc2cc(NC(=O)C(CCCN=C(N)N)NC(=O)OCc3ccccc3)ccc12 (configuration not stated)	12%	-2	0.3	i	i	2	2%	10%

# Only part of the results is shown; rates above refer to the full screens.
